# Bioassay records (PubChem)
# M4 antag: human M4 muscarinic receptor antagonists, primary screen, CHO cells, Fluo-8 calcium fluorescence. CHO-hM4 cells, ACh EC80. inhibition, % at 3 µM. 0.73% of 360,000 active;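 active means inhibition above its plate's cutoff, the mean inhibition of sample wells plus 3 SD, cut at about 27% in these data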;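 further: 0% = acetylcholine EC80 with DMSO and 100% = DMSO without agonist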
# Target sequence (P08173 whole entry, looked up): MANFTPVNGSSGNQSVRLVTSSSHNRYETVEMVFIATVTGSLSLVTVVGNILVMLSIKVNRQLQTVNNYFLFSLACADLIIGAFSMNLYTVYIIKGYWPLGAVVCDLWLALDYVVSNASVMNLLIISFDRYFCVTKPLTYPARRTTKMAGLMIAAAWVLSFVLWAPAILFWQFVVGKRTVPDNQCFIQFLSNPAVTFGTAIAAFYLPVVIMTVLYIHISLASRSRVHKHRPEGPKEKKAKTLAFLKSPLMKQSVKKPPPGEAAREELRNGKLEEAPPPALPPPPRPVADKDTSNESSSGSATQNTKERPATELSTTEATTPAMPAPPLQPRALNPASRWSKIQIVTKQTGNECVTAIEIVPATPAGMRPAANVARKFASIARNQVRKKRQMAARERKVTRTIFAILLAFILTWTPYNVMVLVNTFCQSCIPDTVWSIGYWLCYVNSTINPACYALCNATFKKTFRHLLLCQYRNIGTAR
# CHRM1 PAM: human M1 muscarinic receptor positive allosteric modulators, primary screen, CHO-K1 cells, Fluo-8 calcium fluorescence, 1536-well. CHO-K1 hM1, ACh EC20; 0% = ACh EC20, 100% = maximal ACh. Muscarinic acetylcholine receptor M1 (Homo sapiens), P11229. activation, % at 3 µM. 0.088% of 360,000 active; in the data active means activation above about 19%, passing the limit was not always enough
# M4 PAM: human M4 muscarinic receptor positive allosteric modulators, primary screen, CHO-K1 cells, Fluo-8 calcium fluorescence; 0.4% of 360,000 active; Muscarinic acetylcholine receptor M4 (Homo sapiens), P08173; AID 624126, 2012; CHO-K1 hM4/Gqi5, ACh EC20; 0% = ACh EC20, 100% = maximal ACh; activation, % at 3 µM;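 active means activation above its plate's cutoff, the mean activation of sample wells plus 3 SD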; further: some results filed as inactive read as strong as hits
# M5 antag: human M5 muscarinic receptor antagonists, primary screen, CHO cells, Fluo-8 calcium fluorescence. Muscarinic acetylcholine receptor M5 (Homo sapiens), P08912. CHO-hM5 cells, ACh EC80. inhibition, % at 3 µM. 0.59% of 360,000 active. AID 624040, 2012;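 active means inhibition above a per-plate cutoff, the mean of that plate's test compounds plus 3 SD, cut at about 27% in these data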;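 further: 0% = acetylcholine EC80 with DMSO and 100% = DMSO without agonist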
# Target sequence (P08912 whole entry, looked up): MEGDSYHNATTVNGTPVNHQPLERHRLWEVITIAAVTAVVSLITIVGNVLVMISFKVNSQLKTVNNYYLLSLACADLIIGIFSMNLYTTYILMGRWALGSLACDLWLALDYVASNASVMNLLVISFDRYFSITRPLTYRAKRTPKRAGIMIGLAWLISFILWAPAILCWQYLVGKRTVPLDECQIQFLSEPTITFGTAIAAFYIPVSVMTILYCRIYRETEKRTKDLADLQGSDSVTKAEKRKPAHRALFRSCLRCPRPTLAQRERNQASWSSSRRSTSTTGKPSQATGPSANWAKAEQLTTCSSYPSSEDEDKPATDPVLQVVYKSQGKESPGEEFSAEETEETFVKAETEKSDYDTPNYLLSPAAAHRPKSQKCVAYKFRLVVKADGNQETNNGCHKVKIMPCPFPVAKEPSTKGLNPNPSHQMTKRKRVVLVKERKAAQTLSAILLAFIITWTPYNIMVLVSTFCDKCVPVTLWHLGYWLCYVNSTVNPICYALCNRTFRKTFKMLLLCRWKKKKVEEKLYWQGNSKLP
# CHRM5 agonist: human M5 muscarinic receptor agonists, primary screen, CHO-K1 cells, Fluo-8 calcium fluorescence; Muscarinic acetylcholine receptor M5 (Homo sapiens), P08912; CHO-K1 hM5 cells; 0% DMSO wells, 100% maximal acetylcholine response; activation, % at 3 µM; 0.19% of 360,000 active; AID 624037, 2012;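 active means activation above the run's mean over test compounds plus 3 SD, cut at about 23% in these data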;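 further: signal is peak over basal fluorescence ratio across the kinetic read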
# CHRM1 antagonist: human M1 muscarinic receptor antagonists, primary screen, CHO-K1 cells, Fluo-8 calcium fluorescence, 1536-well | Muscarinic acetylcholine receptor M1 (Homo sapiens), P11229 | CHO-K1 hM1, ACh EC80 antagonist | inhibition, % at 3 µM | 1.3% of 360,000 active | AID 588852, 2011;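 active means percent inhibition above its own plate's cutoff, namely the mean of that plate's compound wells plus 3 SD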;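 further: peak over basal fluorescence ratio during 140 s after agonist addition; 0% = ACh EC80 plus DMSO and 100% = DMSO alone without agonist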
# M5 PAM: human M5 muscarinic receptor positive allosteric modulators, primary screen, CHO-K1 cells, Fluo-8 calcium fluorescence. Muscarinic acetylcholine receptor M5 (Homo sapiens), P08912. CHO-K1 hM5, ACh EC20 PAM; 0% = ACh EC20, 100% = ACh EC100. 0.3% of 360,000 active. AID 624038, 2012. activation, % at 3 µM;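 active means activation above the run cutoff, the mean activation of all test compounds plus 3 SD, cut at about 18% in these data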
#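 Assay system – human M5 receptor in CHO-K1 cells · Read-out – % activation, ACh-normalized · Technique – Fluo-8 calcium fluorescence · Dosing – single-point, 3 µM nominal · Incubation – Fluo-8 loading 80 min at 37 °C plus 30 min room temperature · Repeats – singlicate, one well per test compound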
# CHRM4 agonist: human M4 muscarinic receptor agonists, primary screen, CHO-K1 cells, Fluo-8 calcium fluorescence | Muscarinic acetylcholine receptor M4 (Homo sapiens), P08173 | 0.14% of 360,000 active | CHO-K1 hM4/Gqi5; vehicle 0%, full acetylcholine response 100% | AID 624127, 2012 | activation, % at 3 µM;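 active means activation above the run mean over all test wells plus 3 SD, cut at about 32% in these data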;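 further: peak over basal fluorescence ratio per well then scaled between controls; 0% = DMSO wells and 100% = acetylcholine at EC100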
# CRFBP-R2 agonist: agonists of CRF-BP/CRF-R2 complex, primary screen, cell-based, HEK293, calcium dye fluorescence, uHTS; CRF-binding protein / CRF receptor 2 complex (human); calcium dye fluorescence (FLIPR); percent of saturating CRF peptide response; activation, % at 13.2 µM; 0.46% of 350,000 active;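 active means activation of at least 50%, plus an integration ratio under a set limit after plate pattern correction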;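 further: plate controls were neutral control wells without compound for no effect and CRF at EC100 for full effect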
# The depositor's hits bear a star; · = not tested or not shown. An unsorted share of the library, and some 2.8% of all compounds hit somewhere here.
Compound,CHRM1 antagonist,CHRM1 PAM,CRFBP-R2 agonist,M5 PAM,CHRM4 agonist,CHRM5 agonist,M4 PAM,M4 antag,M5 antag
CCn1c(C)cc2c(c1=O)C(c1ccccc1Br)C(C#N)=C(N)O2 (centres undefined),2,8,6.3,-2,1,-8,-1,-2,6
N/C(=N\OC(=O)c1ccco1)c1cccc([N+](=O)[O-])c1,-13,12,0.2,-6,2,-2,2,-1,3
O=C(CN1CCN(Cc2ccc3c(c2)OCO3)CC1)Nc1ccc2c(c1)OCO2,-12,6,-2.2,-9,0,-8,5,-4,0
O=C(Nc1ccc(S(=O)(=O)NCc2ccccc2)cc1)c1ccccc1[N+](=O)[O-],-3,4,-2.4,-6,11,4,-6,-4,9
O=C(NC(=S)Nn1cnnc1)c1ccccc1,4,2,-0.8,-14,2,4,-3,7,5
COc1ccc(/C(C)=N/N2C(=O)c3ccccc3NC2c2ccc(O)c(OC)c2)cc1 (centres undefined),-10,4,1.3,-18,6,0,5,-39,12
O=C(NCCc1csc(-c2cccnc2)n1)c1c(F)cccc1F,0,3,-0.3,-3,4,0,-5,5,11
Cc1cc(C(F)(F)F)nn1CC(=O)N1CCCC1,-27,9,2.1,2,0,-1,9,-6,0
O=C1CCCN1CCCNC(=S)Nc1ccc(Br)cc1Cl,-5,2,-0.8,-5,4,-3,0,-12,-7
CCN(CC)c1ccc(NC(=O)CCS(=O)(=O)c2cccc3nsnc23)c(C)c1,-2,8,-0.9,10,1,-5,4,-10,2
Cc1ccccc1Cn1cnc2c([N+](=O)[O-])c(C)c(C)cc21,-1,-1,-2.4,3,0,0,17,-1,-3
O=C(N[C@@H](Cc1ccc(O)cc1)C(=O)O)c1cccnc1,4,-2,-0.6,3,2,4,6,3,9
Cc1ccc(CNCc2ccc3c(c2)OCO3)c(C)c1,-25,15,0.5,1,·,0,-3,-2,2
CC(=O)Nc1ccc(-c2cc(-c3ccc(NC(C)=O)cc3)nc(-c3ccc(NC(C)=O)cc3)n2)cc1,16,-8,3.3,-8,13,1,-14,2,6
COc1ccc(CNC(=O)c2cc3c(s2)CN(Cc2ccccc2)C3)cc1,-6,6,0.0,-1,5,-6,-10,6,7
CCOC(=O)N1CCN(C(=O)COc2ccc3oc4c(c3c2)CCCC4)CC1,4,2,-0.7,-3,-1,1,2,4,-2
Cc1cc(C)c(S(=O)(=O)Nc2ccc(N(C)C)cc2)c(C)c1-n1cnnn1,-13,6,0.3,-3,7,-1,-8,2,12
CC(=O)OCC(=O)Nc1ccc(SC(F)F)cc1,-10,11,-2.9,2,1,3,-4,-5,-3
C=CCN1C(=O)/C(=C\c2cccs2)C(C(=O)OC)=C1C,-11,4,-1.9,-1,0,-4,2,-2,1
COc1cc(CN2CCC(CCC(=O)NC3CC3)CC2)cc(Cl)c1OC,8,-6,-2.0,1,0,-5,-5,8,11
Fc1ccc(-c2csc(-c3ccc(C4SCCS4)cc3)n2)cc1F,11,-5,6.0,-2,0,1,-8,-10,1
Cc1ccc(NC2CC(=O)N(Cc3ccccc3)C2=O)cc1 (centres undefined),-15,9,-2.0,3,1,1,-3,7,-3
COc1ccc(-c2cc3nc(-c4ccccc4)cc(N4CCC5(CC4)OCCO5)n3n2)cc1,-20,11,-0.1,5,3,2,1,-12,-8
Cc1c(C(=O)NNC(=O)c2csc(N3CCOCC3)n2)oc2ccc(Br)cc12,-22,4,-0.1,-4,3,1,6,-19,0
CC(C)Nc1nc(Cl)nc(N(C#N)CN2C(=O)c3ccccc3S2(=O)=O)n1,-10,7,-0.7,0,1,-4,14,-3,9
CCCNC(=O)c1ccc(-c2nn(C)c(=O)c3ccccc23)cc1,-18,17,-1.5,-1,1,2,0,-5,-2
CCOc1cc(N2CCOCC2)c(OCC)cc1NC(=O)COC(=O)c1ccc(OC)c([N+](=O)[O-])c1,-7,2,-4.4,2,2,2,2,-4,1
Cc1ccc(C)c(NS(=O)(=O)c2cc(C(=O)NCc3ccncc3)ccc2C)c1,5,1,2.8,-6,5,1,4,-10,-6
COC(=O)C(CCSC)NC(=O)CNS(=O)(=O)c1ccc(Br)cc1 (centres undefined),-19,16,-1.9,3,1,2,2,1,1
COc1cccc(CN2CC(C(=O)NCCC3=CCCCC3)CCC2=O)c1 (centres undefined),4,4,-1.2,2,1,-2,0,-3,-14
O=C(CSc1ccc(-c2ccccc2)nn1)N1CCN(c2ccccc2)CC1,-3,6,-1.1,0,1,0,1,6,0
CCOC(=O)c1cccc(NC(=O)CSc2nnc(-c3ccncc3)n2CCCOC)c1,7,2,41,-3,-2,-2,0,-6,5
COc1cccc(Cn2nnc(C(=O)NCCc3ccc(Cl)cc3)c2N)c1,-13,5,-2.4,-3,3,1,0,4,1
CC(=O)Nc1ccc(NC(=O)C(=O)NCC(c2ccco2)N2CCc3ccccc3C2)cc1 (centres undefined),1,0,1.2,-2,5,7,-4,8,1
Cc1nc2c(C(=O)NCc3ccc4c(c3)OCO4)c[nH]n2c(=O)c1Cc1ccccc1F,0,2,-0.5,-7,-1,-1,0,14,13
Cc1cc2ccccc2c(=O)n1CC(=O)NCC(=O)N1CCN(c2cccc(Cl)c2)CC1,-5,6,0.5,3,-1,1,-5,5,2
CN(C(=O)c1cccc(NC(=O)Cc2ccc(NC(=O)C3CCCN(C(=O)C4CC4)C3)cc2)c1)C1CCC1 (centres undefined),-10,6,2.4,-2,-1,-1,3,-9,-4
Cc1ccc(N2C(=O)N(CC(=O)Nc3c(C)cc(C)cc3Cl)C(=O)C2C)cc1 (centres undefined),-17,5,-1.3,7,3,4,11,-8,-4
Cc1ccc(S(=O)(=O)CCC#N)cc1,-3,3,-1.2,0,0,1,2,-3,14
Cc1ccc(OCc2nnc(SCC(=O)C(C)(C)C)n2Cc2ccco2)cc1,-44,5,2.5,-3,1,-3,1,3,-2
O=C(CSc1ccc([N+](=O)[O-])cc1)NCC1CCCCC1,-9,5,-3.0,-8,0,0,-7,5,1
O=C(NNC(=O)C1CC(c2cccnc2)=NO1)Nc1cccc(F)c1 (centres undefined),1,6,0.4,-2,1,-2,5,4,3
Fc1ccc(CN2CCN(c3ncccn3)CC2)cc1,-13,4,-2.3,1,0,0,3,0,-8
O=C(CN1CCCCC1)N/N=C/c1ccc(Cl)cc1,-12,11,-0.2,5,1,-4,2,-1,-1
CN(C)S(=O)(=O)c1ccc(Cl)c(NC(=O)COC(=O)CCC(=O)c2cccs2)c1,1,-4,-1.4,-7,5,2,-4,13,6
CC1(C(=O)Nc2ccc3c(c2)OCO3)Cc2c(-c3cccc(C(N)=O)c3)ccnc2O1 (centres undefined),-6,7,·,0,1,2,3,-11,2
CCOc1ccc(C2NC(=O)C(C#N)=C(S)N2c2ccc(C)cc2)cc1OC (centres undefined),-5,-2,0.8,-1,0,-2,0,3,-1
Fc1ccccc1CSCc1nc2ccccc2[nH]1,-23,13,-2.4,-6,1,-2,11,7,11
Cc1cc(NC(=O)CSc2nc3ccccc3[nH]2)n(-c2ccccc2)n1,0,-3,-0.9,-3,0,0,-6,2,8
CCC(=O)c1ccc(OCC(O)Cn2c(C)nc3ccccc32)cc1 (centres undefined),15,-6,-0.1,-22,14,6,-11,-7,10
Cc1c(NC(=O)C23CC4CC(CC(Br)(C4)C2)C3)c(=O)n(-c2ccccc2)n1C,-10,7,0.3,0,3,-3,4,2,8
COc1ccc(CCN(C)C(=O)COc2cccc(-n3cnnn3)c2)cc1OC,-9,11,3.4,0,2,2,0,-4,13
CCOc1ccc(NC(=O)CSc2ncn[nH]2)c([N+](=O)[O-])c1,-4,2,-1.9,10,3,1,8,-2,-4
COc1ccccc1NC(=O)CSc1n[nH]c(-c2ccco2)n1,-13,13,2.8,7,2,1,2,-2,0
CCC1Sc2ccccc2N(CC(=O)NC2CCCC2)C1=O (centres undefined),4,-4,-2.6,-4,0,-6,-10,6,8
CCn1nccc1NC(=O)c1csc([C@H]2C[C@H](O)[C@@H](CO)O2)n1,1,-1,·,-1,0,0,-1,4,-2
CCc1nn2c(=O)cc(CSc3nc(C)cc(=O)[nH]3)nc2s1,-7,6,1.2,4,0,0,0,1,0
Cc1cc(C)c2c(CC(=O)N3CCCC3)coc2c1,-12,8,-0.8,-2,1,-7,8,-13,17
CC1CCC2(CC1)NC(=O)N(CC(=O)Nc1ccc3[nH]c(=O)[nH]c3c1)C2=O (centres undefined),-7,3,-1.9,0,1,3,7,-4,7
COc1cc(OC)c(OC)cc1/C=C1\SC(N2CCCCC2)=NC1=O,4,0,-3.4,2,0,-3,-5,11,6

# Other structures.
Compound,CHRM1 antagonist,CHRM1 PAM,CRFBP-R2 agonist,M5 PAM,CHRM4 agonist,CHRM5 agonist,M4 PAM,M4 antag,M5 antag
C/C(=N\NC(=O)C(N)=O)c1ccc(NC(=O)c2cccs2)cc1,0,-7,-2.6,-5,1,-1,-5,11,8
O=C(CN1CCN(Cc2ccc(F)cc2)CC1)NCc1ccccc1,-13,12,2.4,-2,0,-2,-1,1,12
c1ccc(N/N=C2\CCCc3ccccc32)nc1,4,6,0.1,5,1,-3,5,-5,4
Cc1cc(Cl)c(S(=O)(=O)NC2CCCCC2)cc1OCC(=O)Nc1nncs1,-27,-11,2.0,-14,11,4,-4,-16,-2
CCCn1c(SCC(=O)N(C)C2CCCCC2)n[nH]c1=O,-10,7,-0.1,-4,0,0,5,3,1
NC(N)=NC(N)=Nc1cccc2ccccc12,-6,5,-0.3,0,1,-3,-3,-5,8
Cc1cc(C)cc(NS(=O)(=O)c2ccc(NC(=S)NC(=O)c3cccs3)cc2)c1,6,1,-0.1,-4,0,0,12,4,9
Cc1cccc(/C=C/c2onc(C)c2S(=O)(=O)N2CCC(C(=O)N3CCCCC3)CC2)c1,-4,7,1.2,-1,2,-5,1,2,-3
Cc1cc(SC2CCOC2=O)nc2ccccc12 (centres undefined),0,6,0.1,2,0,0,-2,2,0
Cc1cc(C(=O)C(C)OC(=O)c2ccc(NC(=O)CC#N)cc2)c(C)n1-c1ccccc1 (centres undefined),-2,1,-0.3,1,2,1,-3,-4,3
CN(CCOc1ccccc1)C(=O)c1cc(S(=O)(=O)N2CCOCC2)ccc1Cl,-1,5,0.6,-2,5,1,3,-16,1
